CHT allo act: allosteric activators of human choline transporter CHT; Q9GZV3; CHT-expressing cells, membrane potential dye, choline EC20; hits give high values; LV-AA mutant CHT in HEK293 cells; B-score at 10 µM; actives 0.49% (n = 310,000); AID 488977;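 active = initial fluorescence not abnormally high and integrated response B-score, plate-corrected, over 3 SD above library mean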
Target sequence (Q9GZV3 whole entry, looked up): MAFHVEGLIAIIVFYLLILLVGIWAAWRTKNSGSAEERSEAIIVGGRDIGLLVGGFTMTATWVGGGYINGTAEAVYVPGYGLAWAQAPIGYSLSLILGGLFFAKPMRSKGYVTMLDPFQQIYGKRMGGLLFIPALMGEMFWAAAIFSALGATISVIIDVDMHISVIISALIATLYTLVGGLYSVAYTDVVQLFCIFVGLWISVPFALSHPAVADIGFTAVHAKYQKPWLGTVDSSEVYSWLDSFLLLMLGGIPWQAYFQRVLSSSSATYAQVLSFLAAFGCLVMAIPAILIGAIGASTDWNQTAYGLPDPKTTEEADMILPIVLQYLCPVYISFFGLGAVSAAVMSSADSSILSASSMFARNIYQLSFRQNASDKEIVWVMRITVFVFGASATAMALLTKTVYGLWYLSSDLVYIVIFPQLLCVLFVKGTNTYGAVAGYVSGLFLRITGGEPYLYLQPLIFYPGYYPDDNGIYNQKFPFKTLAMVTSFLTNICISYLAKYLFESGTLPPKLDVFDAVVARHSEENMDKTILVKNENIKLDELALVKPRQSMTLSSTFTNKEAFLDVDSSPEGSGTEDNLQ
OX1R antag-1: antagonists of human orexin 1 receptor (OX1R) | O43613 | inhibition, % at 6.6 µM | actives 1.8% (n = 330,000) | OX1R-expressing cells, FRET antagonist read-out | AID 485270; in the data active = inhibition mostly above about 38%, no sharp cut-off; inactive = mostly below about 40%;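 also: 0% = agonist challenge alone and 100% = reference antagonist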
Target sequence (O43613 whole entry, looked up): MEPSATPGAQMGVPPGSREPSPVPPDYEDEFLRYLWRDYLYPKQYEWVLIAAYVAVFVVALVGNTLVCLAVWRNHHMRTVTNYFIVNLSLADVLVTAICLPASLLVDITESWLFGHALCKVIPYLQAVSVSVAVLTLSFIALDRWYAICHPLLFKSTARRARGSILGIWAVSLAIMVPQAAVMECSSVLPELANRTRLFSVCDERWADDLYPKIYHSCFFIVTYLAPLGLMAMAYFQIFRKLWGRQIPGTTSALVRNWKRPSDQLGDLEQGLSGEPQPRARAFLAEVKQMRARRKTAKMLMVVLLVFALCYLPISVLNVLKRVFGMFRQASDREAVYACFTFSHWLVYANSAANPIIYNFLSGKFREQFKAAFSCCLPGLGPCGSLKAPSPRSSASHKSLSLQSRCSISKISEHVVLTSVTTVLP
OX1R antag-2: blocks the human orexin 1 receptor; CHO/OX1R cells, Fluo-8 calcium fluorescence, orexin A; inhibition, % at 5 µM; actives 0.43% (n = 330,000); AID 434989;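 active = inhibition above its plate's threshold, mean inhibition of all tested compounds on the plate plus 3 SD, cut at about 37% in these data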;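 also: 0% = orexin A challenge wells and 100% = SB-334867-A antagonist wells; not every result past the cut was called active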
An asterisk follows results filed as active; i = inactive; nt = not tested or not shown.

mol	CHT allo act	OX1R antag-1	OX1R antag-2
CC(NC(=O)c1ccc2c(c1)OCO2)c1ccccc1 (centres undefined)	i	8.9	4.3
COc1ccc(Br)c(C(=O)OCC(=O)NC2CCCCCC2)c1	nt	10.5	5.8
Clc1ccc(C2[C@H]3CN(CC4CCCCC4)[C@H](c4ccccc4)C34CC2(c2cccnc2)C4)cn1 (some centres undefined)	i	11.9	-34.7
COC(=O)c1ccc(C(NC(=O)OCc2ccccc2)/C(F)=C/[C@@H](C)C(=O)O)cc1 (some centres undefined)	i	10.7	-7.9
CC(C)Cn1c(-c2nn(C)cc2Cl)n[nH]c1=S	i	7.7	-4.1
O=C(NCCC1=CCCCC1)c1cnccn1	i	-5.4	-8.8
Cc1ccc(C(=O)Nc2cccc([N+](=O)[O-])c2)cc1S(=O)(=O)Nc1cccc(C(=O)O)c1	i	16.7	-28.3
CCC(Sc1ncccc1C(=O)Oc1cccc([N+](=O)[O-])c1)C(=O)Nc1ccccc1OC (centres undefined)	i	22.7	-21.8
COc1ccc2cc(Br)ccc2c1CC(=O)N(C)C	i	11.6	-0.6
Cc1ccsc1C(=O)NNC(=S)NCC(C)C	i	16.7	-7.1
CCOC(=O)C1(Cc2ccccc2)CCCN(CCO)C1 (centres undefined)	i	9.1	-7.6
Cc1ccc(Nc2nnc(-c3ccc4c(c3)OCO4)o2)c(C)c1	i	20.5	-32.7
O=C(COC(=O)c1ccc(Cl)nc1)NCc1ccc2c(c1)OCO2	i	21.4	-1.3
COc1cc(/C=N/NC(N)=O)ccc1OCC(=O)Nc1ccc(C)c(C)c1	i	1.2	-11.7
CN(C(=O)c1cc([N+](=O)[O-])ccc1NCc1cccnc1)c1ccccc1	i	7.7	-16.3

The list continues:
mol	CHT allo act	OX1R antag-1	OX1R antag-2
CCC(Sc1nc(C)cc(C)n1)C(=O)NC1=NN=C(c2ccc(C)cc2)CS1 (centres undefined)	i	-3.9	-14.2
Cc1c(-c2ccccc2)oc2c(C(=O)OCC(=O)Nc3ccc(C(N)=O)cc3)cccc2c1=O	i	9.8	-22.4
CN(CCC1CCCCO1)C(=O)c1cc(COc2ccc(F)cc2F)on1 (centres undefined)	i	7.7	-20.6
Cc1cc(C)c(NC(=O)CN2C(=O)NC3(CCc4ccccc43)C2=O)c(Cl)c1 (centres undefined)	nt	4.0	-23.4
CC(=O)N1CCCN(C(=O)c2cc(COc3c(F)cccc3F)on2)CC1	i	19.6	8.1
COC(=O)Cc1c(C)nc2nc(Cc3ccccc3)[nH]n2c1=O	i	-2.0	-8.0
Cc1ccccc1N(C(=O)CNC(=O)c1cccs1)C(C(=O)NC1CCCC1)c1ccncc1 (centres undefined)	i	10.8	1.1
COC(=O)c1ccc(CSc2nc3c(cnn3-c3ccc(F)cc3)c(=O)[nH]2)o1	i	14.4	-23.4
NC(=O)c1ccccc1N=Cc1ccc2ccccc2c1	i	6.6	-0.1
Cc1cc(C)nc(N/N=C/c2sccc2C)n1	i	9.4	-12.0
O=C(Nc1ccc(S(=O)(=O)N2CCOCC2)cc1)c1ccccc1Br	i	-1.6	-8.7
C=CCOC(=O)C1=C(C)NC(SCC(=O)N(CC)CC)=C(C#N)C1c1ccco1 (centres undefined)	i	18.5	-43.9
COc1ccc(-c2nn3cnnc3s2)cc1OC	i	10.0	-10.8
CCOC(=O)C(=CNc1ccc(C#N)cc1)C(=O)OCC	i	24.1	-30.6
C=C(C)CNC(=S)N1CCN(C(c2ccccc2)c2ccccc2)CC1	i	15.8	-11.5

(list continues)
mol	CHT allo act	OX1R antag-1	OX1R antag-2
O=C(COC(=O)Cn1cnc2ccccc21)NCCc1ccccc1	i	15.4	1.2
CCC(=O)Nc1ccc2c(c1)nc(CN1CCCCC1)n2C	i	30.3	1.1
c1ccc(-c2cncnc2)cc1	nt	3.5	-9.5
O=C(N1CCOCC1)N(Cc1ccco1)CC1CCCO1 (centres undefined)	i	10.1	-6.6
Cn1c(SCC(=O)NCc2ccc3c(c2)OCO3)ncc(C(=O)Nc2ccc(F)cc2)c1=O	i	11.9	-3.3
O=C(Nc1cc(S(=O)(=O)N2CCOCC2)ccc1N1CCCCC1)c1cc(-c2ccccn2)nc2ccccc12	i	11.1	-32.2
NC(N)=N/N=C/c1ccc(Cl)cc1Cl	i	0.1	-12.1
CCc1nc2ccccc2nc1N1CCN(S(=O)(=O)c2ccc(Cl)cc2)CC1	i	5.3	-23.0
Cc1ncc([N+](=O)[O-])n1CCOC(=O)NC(Nc1ccc(F)cc1)C(Cl)(Cl)Cl (centres undefined)	i	18.9	2.8
c1ccc(Oc2cc(-n3cncn3)ncn2)cc1	i	1.9	5.0
O=C(O)c1c[nH]c(=S)n1-c1ccc(F)cc1	i	14.1	8.7
NC(=O)C1=C[C@H](c2ccc(Br)cc2)C[C@H](OCc2ccc(CO)cc2)O1	i	4.1	-14.2
COc1ccc(CN(C(=O)c2snc(C(N)=O)c2N)C(C)C(=O)NCc2ccc(F)cc2)cc1 (centres undefined)	i	37.3	-8.9
O=C(COC(=O)c1ccccc1Cl)Nc1ccc2[nH]c(=O)[nH]c2c1	i	8.5	-8.4
COc1ccc(NC(=O)Cc2nnc(SCC(=O)c3ccccc3)n2C)cc1	i	8.5	-10.4

Continued.
mol	CHT allo act	OX1R antag-1	OX1R antag-2
CC(=O)c1cc2c(cc1NC(=O)CN1Cc3ccccc3C1=O)OCO2	i	23.3	-11.4
O=C(NC(=S)Nc1cccc(S(=O)(=O)NC2=NCCC2)c1)c1cc(-c2ccco2)nc2ccccc12	i	24.6	-22.9
CC(C)c1nc(SCC(=O)c2ccc(F)cc2)c2ccccc2n1	i	23.8	-52.2
CCCCCCCCC#Cc1nc(C)ccc1OC	nt	9.8	41.9
COC(C#CCCN(C)C)(c1ccccc1)c1ccccc1	i	-11.0	-1.7
C=CCNc1nc2ccccc2nc1NS(=O)(=O)c1ccc(Cl)cc1	i	31.5	-26.0
CCOC(=O)CNC(=O)c1sc(NC(=O)c2ccccc2)nc1C	i	5.6	-15.9
Cc1ccc(NC(=O)c2cc(C(=O)c3cc(Cl)ccc3O)cn(-c3ccc(C)cc3)c2=O)cc1	i	6.7	0.4
Cc1c(-c2ccccc2)nc(N)c(C#N)c1-c1cccs1	i	4.4	3.7
O=C(CSc1nc(=O)n(CCCN2CCOCC2)c2c1CCCC2)Nc1ccc(F)c(F)c1	i	17.1	-27.7
CCC(NC(=O)CCc1nnc(-c2cc(C)on2)o1)C12CC3CC(CC(C3)C1)C2 (centres undefined)	i	10.3	-29.8
CC(C)CCOCC1CC2(CC(C)(c3csc(N)n3)OC2=O)C(=O)O1 (centres undefined)	i	6.7	2.3
COc1cccc(-c2nn(-c3ccc(C)cc3)cc2C(=O)NCC2CCCO2)c1 (centres undefined)	i	26.3	-30.3
COc1ccc(C(C)=O)cc1COC(=O)CCNS(=O)(=O)c1ccc(C)cc1	i	16.4	-18.9
CCN1C(=O)c2ccc(C(=O)O)cc2C1=O	i	22.6	-6.2

Continuation:
mol	CHT allo act	OX1R antag-1	OX1R antag-2
CNC(=O)CN1C(=O)NC(Cc2c[nH]c3ccccc23)C1=O (centres undefined)	i	11.9	6.3
Cc1cccc(-c2nnn(CC/C(N)=N/O)n2)c1	i	1.1	-13.4
Cc1cccc(NC(=O)Cn2cnc3ccc(S(=O)(=O)N4CCC(C)CC4)cc3c2=O)n1	i	7.8	-30.3
COc1ccc(OC)c(Nc2ncnc3ccc(Br)cc23)c1	i	2.8	-25.8
COc1ccc(N2CC(C(=O)N/N=C/c3ccc(C)cc3)CC2=O)cc1 (centres undefined)	i	12.7	-28.4
CCn1c(=NC(=O)COc2ccccc2)sc2cccc(F)c21	i	9.8	-22.9
CCCCc1nc(SCC(=O)Nc2ncccn2)n[nH]1	i	9.8	-5.5
Cc1ccc(C)c(OCCn2cc(C(=O)O)c3ccccc32)c1	i	22.1	7.2
N#Cc1ccc(OCC(=O)OCC(=O)Nc2ccc(N3CCOCC3)cc2)cc1	i	8.4	-8.5
COc1ccc(OCC(=O)NN2Cc3ccccc3C2=N)cc1	i	19.5	-4.3
CC(=O)N1CCCc2ccc(NS(=O)(=O)c3ccc(C)cc3)cc21	i	0.5	-20.8
S=C(Nc1ccc(Cl)cc1)N(CCCN1CCOCC1)Cc1ccco1	i	-4.9	-17.4
Cc1ccn2c(C(=O)N/N=C\c3cccs3)c(C)nc2c1	i	33.9	-21.9
CCCCC1CCC(C(=O)Nc2ccc(S(=O)(=O)Nc3nccs3)cc2)CC1 (centres undefined)	i	8.0	-8.1
CN(C(=O)c1ccc(OC2CCN(Cc3ccccn3)CC2)cc1)C1CCCCC1	i	8.7	-23.8

Looked up by compound from the entries so far:
mol	CHT allo act	OX1R antag-1	OX1R antag-2
N#Cc1ccc(OCC(=O)OCC(=O)Nc2ccc(N3CCOCC3)cc2)cc1	i	8.4	-8.5
Cc1cccc(-c2nnn(CC/C(N)=N/O)n2)c1	i	1.1	-13.4
Cc1ccn2c(C(=O)N/N=C\c3cccs3)c(C)nc2c1	i	33.9	-21.9

The list continues.
mol	CHT allo act	OX1R antag-1	OX1R antag-2
Cc1ccc(/C=N/NC(=O)c2ccc(NC(=O)c3ccccc3Cl)cc2)o1	i	21.3	-6.9
Cc1ccc(S(=O)(=O)N2CCC(C(=O)OCC(=O)N3CCc4ccccc43)CC2)cc1	i	16.2	-33.1
COC(=O)c1ccccc1-c1ccc(/C=N/NC(N)=O)o1	i	6.8	-1.0
Cn1c(=O)c2c(SCc3c(F)cccc3Cl)nc(CC(C)(C)C)nc2n(C)c1=O	i	1.7	-4.7
COc1cccc(OC)c1C(=O)OCC(=O)NCc1ccco1	nt	6.2	-10.1
O=C(CNC(=O)C1COc2ccccc2O1)N/N=C\c1cccc(O)c1 (centres undefined)	i	13.3	-16.9
CCc1ccc(N2C(=O)CN(CC(=O)OC)C2=S)cc1	i	4.3	-4.3
Cc1ccn2cc(CCNC(=O)COc3ccccc3)nc2c1	i	14.8	-19.0
CC1CCc2sc(C(=O)N=Nc3c(O)[nH]c4ccccc34)cc2C1 (centres undefined)	i	6.0	-0.3
CC1(C)CC(=O)C=C(NC2CC(C)(C)NC(C)(C)C2)C1	i	8.6	-10.7
Cc1ccccc1OCC(=O)N(Cc1ccco1)c1c(N)n(Cc2ccccc2)c(=O)[nH]c1=O	nt	10.7	-23.6
O=S(=O)(Nc1nc(-c2sccc2Cl)cs1)c1cc(Cl)ccc1Cl	i	33.5	0.0
O=C(CN1CCN(c2ccc(F)cc2)CC1)Nc1ccc(F)c(F)c1	i	12.3	-12.6
CC(=O)Nc1ccc(Br)cc1C(=O)C(=O)O	i	9.4	8.5
CC(=O)Nc1ccc(OCC(=O)NCc2ccc3c(c2)OCO3)cc1	i	9.3	-3.0

Arranged by value in OX1R antag-2 (rising): some entries from above.
| SMILES | OX1R antag-2 |
| --- | --- |
| Cc1ccc(S(=O)(=O)N2CCC(C(=O)OCC(=O)N3CCc4ccccc43)CC2)cc1 | -33.1 |
| CC(=O)Nc1ccc(OCC(=O)NCc2ccc3c(c2)OCO3)cc1 | -3.0 |
| O=S(=O)(Nc1nc(-c2sccc2Cl)cs1)c1cc(Cl)ccc1Cl | 0.0 |

The listing continues:
mol	CHT allo act	OX1R antag-1	OX1R antag-2
BrCCOCCOc1ccc2ccccc2c1	i	25.1	-10.5
O=C(CC1C(=O)NCCN1C(=O)Nc1ccccc1)Nc1ccc2c(c1)OCO2 (centres undefined)	i	-2.4	2.0
COc1ccc2c(c1)CC/C(=C\c1ccc(OC)c(Cn3nc(C)cc3C)c1)C2=O	i	10.4	2.0
Cc1ccccc1OCC(=O)Nc1ccccc1NC(=O)c1ccco1	i	12.9	-37.7
O=C(CNC(=O)c1ccccc1Cl)N/N=C/C=C/c1ccccc1	i	7.6	-2.8
CC1=C(C(=O)OCC2CCCO2)C(c2coc3ccccc3c2=O)C2=C(CC(C)(C)CC2=O)N1 (centres undefined)	i	-16.1	-26.8
C=CCN(CC=C)C(=O)c1cccc(OC2CCN(S(=O)(=O)N(C)C)CC2)c1	i	20.9	-29.2
O=C(NCCCCc1ccccc1)c1ccccc1Cl	i	14.4	-11.4
Cc1ccccc1CNC(=O)C(=O)Nc1nccs1	i	6.0	-4.5
CC(=O)N1C(=O)NC2=C(C(=O)CCC2)C1c1cccc([N+](=O)[O-])c1 (centres undefined)	i	24.1	0.6
COc1ccc(CNS(=O)(=O)c2cc3c(cc2C)N(C)CCO3)cc1	i	13.2	4.7
O=C(COC(=O)c1ccc(O)cc1)Nc1cccc(S(=O)(=O)N2CCCCC2)c1	i	10.7	18.2
COc1cccc(NC(=O)c2nn(C)c(C(=O)Nc3cccc(OC)c3)c2[N+](=O)[O-])c1	i	1.3	-14.5
O=C(Nc1cc(C(F)(F)F)ccc1N1CCOCC1)c1cccnc1Cl	i	8.5	6.2
O=C(NC1CCCC1)C1CCC(=O)N1C1CCCC1 (centres undefined)	i	1.9	-4.6

The listing continues.
mol	CHT allo act	OX1R antag-1	OX1R antag-2
CC1CCCCN1C(=O)c1cccc(NC(=O)c2ccccc2)c1 (centres undefined)	i	11.3	-16.4
O=C(NCC1CC1)c1ccc(Nc2nc3ccc(Br)cc3[nH]2)cc1	i	16.9	-25.6
CN(C(=O)COC(=O)c1ccc2c(c1)OCO2)C1CCCCC1	nt	7.8	-13.4
CCN(CC(=O)Nc1c(F)cccc1F)C(=O)/C=C/c1ccc(Br)s1	i	18.0	-24.8
Cn1cc(CN2CCC(C(=O)Nc3cccc(-c4cscn4)c3)CC2)cn1	i	29.7	-27.4
Cc1ccccc1C(=O)N1CCN(c2ccc(NC(=O)c3ccc4c(c3)OCCO4)cc2)CC1	i	26.9	6.3
